# Compound activity deposited in PubChem BioAssay by National Center for Advancing Translational Sciences (NCATS).
# Pf growth 96h: P. falciparum growth inhibition at 96 hours; AID 504834; P. falciparum luciferase reporter growth, 96 h; Potency, µM (highest dose often 28.7 µM), inactives show at the top dose activity change, negative = inhibition, hits mostly inhibitors; actives 6.9% (n = 320,000); note: potency is the fitted concentration of half-maximal effect; % is set by controls: 0 for no effect and ±100 for the full control effect
#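 Two parasite generations (96 h, 37 C, 5% CO2) of compound exposure in infected erythrocytes (0.05% parasitemia, 2% hematocrit). Luciferase-reporter P. falciparum; decreased luminescence indicates inhibited growth, aimed at apicoplast-acting delayed death.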
# Shiga toxin inh: blocks Shiga toxin action in Vero cells | actives 9.2% (n = 290,000) | Vero cells, Shiga toxin protein synthesis inhibition reporter | inhibition, % at 38.7 µM | AID 2315; in the data active = inhibition mostly above about 28%, no sharp cut-off; inactive = mostly below about 43%; note: 0% is about no effect
# Sm TGR block: blocks Schistosoma mansoni thioredoxin glutathione reductase; actives 3% (n = 360,000); Potency, µM (series often up to 114 µM), inactives show at the highest dose activity change, negative = inhibition, most hits filed as inhibitors; purified TGR, DTNB reduction, TNB absorbance 405 nm; Q962Y6; AID 485364; note: potency is the fitted concentration of half-maximal effect; % is set by controls: 0 for no effect and ±100 for the full control effect; nearly all actives have a fitted effect of over 60% in size
#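 First, TGR (20 nM dispensed) and NADPH were mixed with compound. Second, a 15 min room-temperature incubation followed. Third, further NADPH and then DTNB were added to start the reaction. Finally, TNB absorbance was monitored kinetically.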
# Cycloheximide cs: counter-screen hit for Shiga toxin inhibitors, cycloheximide | AID 2314 | cell reporter, cycloheximide protein synthesis inhibition counterscreen | max response, % | actives 12% (n = 300,000); in the data active = max response mostly above about 13%, no sharp cut-off; inactive = mostly below about 14%; note: read at 38.3 µM for the half of the compounds with a filed dose; 0% is about no effect
# Giardia FBPA inh: blocks Giardia fructose-bisphosphate aldolase activity. Potency, µM (series often up to 59.6 µM), without a hit: top-dose activity, negative = inhibition, most hits filed as inhibitors. actives 0.71% (n = 290,000). purified Giardia FBPA. AID 2451; note: potency is the fitted concentration of half-maximal effect; % is set by controls: 0 for no effect and ±100 for the full control effect; nearly all actives have a fitted effect of over 55% in size
# Target sequence (A8B2U2 whole entry, looked up): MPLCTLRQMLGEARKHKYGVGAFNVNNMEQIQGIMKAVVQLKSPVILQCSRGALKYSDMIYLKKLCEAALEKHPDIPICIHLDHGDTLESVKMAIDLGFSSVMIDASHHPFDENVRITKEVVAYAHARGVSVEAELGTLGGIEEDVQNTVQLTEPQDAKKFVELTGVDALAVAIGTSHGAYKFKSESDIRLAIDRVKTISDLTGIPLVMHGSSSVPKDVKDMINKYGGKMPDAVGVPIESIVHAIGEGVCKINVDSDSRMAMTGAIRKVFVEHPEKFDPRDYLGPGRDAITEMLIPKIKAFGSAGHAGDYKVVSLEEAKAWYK
#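 40 nM FBPA preincubated 10 min at RT with compound (up to 57.5 uM final), then substrate plus GAPDH/TPI/NAD/arsenate coupling and diaphorase/resazurin added. Fluorescence read after 20 min at RT, 525/598 nm.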
# Pf growth 48h: P. falciparum growth inhibition at 48 hours (one generation) | actives 5.9% (n = 310,000) | P. falciparum luciferase growth in erythrocytes, 48 h | Potency, µM (titrated, usually from 28.7 µM), for the others: at the highest dose activity change, negative = inhibition, hits mostly inhibitors | AID 504832; note: potency is the fitted concentration of half-maximal effect; % is set by controls: 0 for no effect and ±100 for the full control effect
#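 Luciferase-expressing P. falciparum in infected erythrocytes (2% hematocrit, 0.1% parasitemia final) in RPMI 1640/0.5% Albumax were exposed to compound for 48 hours at 37 C, 5% CO2; growth read as luminescence.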
# The depositor's hits bear a star; ? = inconclusive; . = no result given; & = joins results of further samples; [ ] = another dose, or the depositor's remark. Unless noted, calls come from the whole dose curve; as a rule, active = well fitted curve in the direction sought with a large enough effect; inconclusive = small, poorly fitted or top-dose-only effect, or another doubt; inactive = no such curve, though single readings can be large; an effect the other way counts as inactive or inconclusive.
SMILES,Pf growth 96h,Shiga toxin inh,Sm TGR block,Cycloheximide cs,Giardia FBPA inh,Pf growth 48h
CCc1ccccc1NC(=S)N(Cc1ccco1)C(C)c1cccs1 (configuration not stated),?,-3,0%,10,-3%,14%
C(=C\c1ccco1)/C1=NN(c2ccccc2)C(c2ccco2)C1 (configuration not stated),?,80*,28µM*,40*,-17%,9%
O=C(O)C1CCCC2CN3CCc4c([nH]c5ccccc45)C3C(O)C21 (configuration not stated),?,-6,-12%,-2,?,-4%
CCOCCCNC(=S)N1CCN(C(=O)C(=O)Nc2ccc(C(=O)OC)cc2)CC1,0%,-5,-12%,-3,3%,?
CCOC(=O)Nc1sc(NS(=O)(=O)c2ccccc2)nc1C,10%,-9,50µM*,-2,-14%,11%
CCN(CC(=O)NCc1cccs1)C(=O)c1ccc(NS(=O)(=O)c2ccc(C(C)=O)cc2)cc1,-4%,.,-31%,.,.,2%
COc1ccc(S(=O)(=O)N(C)CC(=O)NC2CCCC2)cc1OC,?,-8,0%,-3,.,-1%
COc1ccc(S(=O)(=O)NCC2CCC(C(=O)NCc3ccco3)CC2)cc1 (configuration not stated),75%[activator],-19,-29%,1,3%,-1%
CCOC(=O)c1c(-c2ccc(-c3ccccc3)cc2)csc1NC(=O)CCN1CCOCC1,4.7µM*,-10,8%,-4,0%,?
CCc1ccccc1NC(=S)NCc1cccn1C,-9%,10,-17%,-2,0%,-11%
Cc1cccc(N2C(=O)N3[C@@H]4c5ccccc5OC[C@@H]4[C@@H](c4ccccc4)[C@]3(C)C2=O)c1,12µM*,-1,-21%,0,5%,?
Cc1ccc(NC(=O)C2CC(=O)NC(N3CCc4ccccc43)=N2)cc1 (configuration not stated),-27%,11,-27%,1,-1%,-14%
CCC1(CC)CCNC1=O,.,12,.,1,0%,.
CCOC(=O)C1=C(Cc2ccc(OC)cc2)C(=O)c2ccccc2C1=O,.,23,14µM*,27*,1.4µM*,4.7µM*
CCOC(=O)Cc1csc(NC(=O)Cn2cnc3c2c(=O)n(C)c(=O)n3C)n1,54%[activator],-19,-9%,-1,2%,30%
O=C(OCCN1C(=O)c2ccccc2C1=O)c1ccco1,?,15,-8%,-1,5%,6%
CCN(CC)S(=O)(=O)c1ccc(O)c(C(=O)OCC(=O)N(C)Cc2ccccc2)c1,-17%,-12,17%,-2,1%,-7%
O=C(/C=C/c1ccccc1)N1CCN(c2ccc([N+](=O)[O-])c(N3CCOCC3)c2)CC1,10µM*,-11,2%,-2,-9%,?
CC1OC(Nc2ccc(OC(F)(F)F)cc2)C(O)C(O)C1O (configuration not stated),.,-23,11%,-3,2%,-3%
O=C(NC1CC2CCCC(C1)N2S(=O)(=O)c1ccccc1)C1CCCCC1 (configuration not stated),?,-11,0%,3,5%,?
CC1(C)Cc2c(sc(/N=C/N3CCCCCC3)c2C#N)C(C)(C)N1,?,27,11%,7,0%,-21%
COc1ccc(N=Cc2c(O)c3ccccc3n2C(C)=O)cc1,?,52,28µM*,14*,?,?
Cc1c(Cl)cccc1N1CC(C)(C)C1=O,10%,-9,-5%,9,-1%,-19%
CCOC(=O)N1CCN(CC(O)COC2CC(C)CCC2C(C)C)CC1 (configuration not stated),.,-21,-2%,-4,-8%,?
CC(=O)N1CCOc2ccc(S(=O)(=O)NCC3CCC(C(=O)NCCC(C)C)CC3)cc21 (configuration not stated),?,-4,-7%,16,8%,?
# Continuation.
SMILES,Pf growth 96h,Shiga toxin inh,Sm TGR block,Cycloheximide cs,Giardia FBPA inh,Pf growth 48h
O=[N+]([O-])c1ccc2[nH]c(O)c(N=NC(=S)Nc3cccnc3)c2c1,?,15,2%,-2,-9%,?
CS(=O)(=O)N1CCN(C(=O)c2ccccc2F)CC1,.,-5,6%,-2,1%,4%
CC(C)c1cc(=O)n2[nH]c(SCc3ccccc3Cl)nc2n1,45%[activator],23,-3%,10,-13%,3%
CCCCC/C=C\C/C=C\C/C=C\C/C=C\CCCC(=O)N[C@H](C)CO,.,27,.,4,-1%&-2%,.
COc1cc(C2C3C(=O)N(c4ccccc4)C(=O)C3ON2c2ccccc2)cc(OC)c1OC (configuration not stated),.,40,?,-2,-5%,8%
Cc1c(O)ccc2c(CC(=O)N[C@@H](Cc3ccc(O)cc3)C(=O)O)cc(=O)oc12,3%,13,39%[activator],1,-1%,-2%
Cc1ccc(CCNS(=O)(=O)c2cc3c(cc2Cl)NC(=O)CO3)cc1,?,-3,-26%,-1,-7%,20%
CC(C)c1cccc(C(C)C)c1O,-19%,.,.,.,-3%,-4%
CCc1cccc(C)c1NC(=O)CCCC(=O)O,?,-7,2%,-4,6%,16%
Cc1ccc(NC(=O)C2CCN(S(=O)(=O)c3cccnc3)CC2)cc1C,?,-10,9%,-1,1%,-3%
COc1cccc(C2c3[nH]c4ccccc4c3CCN2C(=O)c2ccccc2F)c1OC (configuration not stated),?,-7,4%,-2,12%,9.3µM*
Cc1ccc(OCC(=O)NNC(=S)NCc2ccccc2)cc1,3%,3,.,7,2%,-6%
O=C(Nc1nnc(-c2ccco2)o1)c1ccc(Cl)cc1,0%,42*,-2%,29*,?,-26%
N/C(=N\c1nc2ccccc2o1)NC(=O)c1ccccc1F,333%[activator],100*,-27%,47*,-4%,80%[activator]
COC(=O)C1=C(C)NC(=S)NC1c1ccc(-c2ccccc2C(=O)OC)o1 (configuration not stated),?,5,?,5,-25%,?
CC(NC(=O)c1ccccc1)c1ccc(F)cc1 (configuration not stated),-8%,-19,-8%,3,5%,-7%
CC(=O)Nc1cccc(OCC(O)Cn2c(C)nc3ccccc32)c1 (configuration not stated),?,-5,-2%,-2,0%,-13%
CC(C)n1nccc1NC(=O)Nc1ccccc1,9%,23,6%,4,18%,4%
CC1CC(C)(C)NCCNC(C)CC(C)(C)NCCN1 (configuration not stated),?,-12,-8%,-9,-5%,25%
CSc1n[nH]c(NC(=O)c2c(-c3c(Cl)cccc3Cl)noc2C)n1,7%,-14,7%,0,-25%,9%
O=C1CCC(C(=O)NCCCn2ccnc2)N1 (configuration not stated),-29%,-8,3%,-1,-25%,2%
FC(F)(F)c1cc(-c2ccco2)nc(NCc2ccccc2)n1,?,46,18µM*,3,-6%,?
Cc1ccc2c(c1)C1CN(C)CCC1N2C(=S)Nc1ccc(Cl)cc1Cl (configuration not stated),-2%,15,1%,-1,-8%,1%
O=C(CN1C(=O)NC2(CCc3ccccc32)C1=O)c1c[nH]c2ccccc12 (configuration not stated),?,.,1%,.,.,8.3µM*
Cc1cc(C(=O)N2CCCC(N3CCN(c4ccc(F)cc4)CC3)C2)no1 (configuration not stated),-20%,-30,-1%,-1,.,-8%

# Exported as tab-separated lines: entries from further up.
SMILES	Pf growth 96h	Shiga toxin inh	Sm TGR block	Cycloheximide cs	Giardia FBPA inh	Pf growth 48h
CC(=O)Nc1cccc(OCC(O)Cn2c(C)nc3ccccc32)c1 (configuration not stated)	?	-5	-2%	-2	0%	-13%
CC(C)n1nccc1NC(=O)Nc1ccccc1	9%	23	6%	4	18%	4%

# Next section
SMILES,Pf growth 96h,Shiga toxin inh,Sm TGR block,Cycloheximide cs,Giardia FBPA inh,Pf growth 48h
Cc1nc(-c2ccccc2O)n(S(=O)(=O)N(C)C)n1,.,8,3%,-1,4%,12%
O=C(O)/C=C/C(=O)N1CCN(c2ccc(F)cc2)CC1,28%,-13,-26%,-5,-2%,21%
CCOc1ccc(NC(=O)N2CCN(Cc3ccc4c(c3)OCO4)CC2)cc1,18%,-8,0%,-3,1%,-26%
CCOC(=O)NNc1cc(C(F)(F)F)ccn1,-19%,3,23%,-1,15%,?
Cc1cccc(/C=C2/Sc3ccc(C(=O)NCCCN4CCOCC4)cc3NC2=O)c1,354%[activator],-8,0%,10,-3%,?
CCCCc1[nH]c(=O)c(C#N)c2c1CSC(C)(C)C2,-6%,-18,32µM*,-2,-13%,9%
CCN(CC)CCN(C(=O)c1ccc(Br)s1)c1nc2cc3c(cc2s1)OCO3,12%,-2,11%,9,-9%,12%
COc1ccc(CCC(C)NC(=O)Cc2ccc(OC)c(OC)c2)c(OC)c1 (configuration not stated),0%,6,-9%,4,1%,-21%
CCCCCCn1c(O)c(C(C)=NC)c(=O)[nH]c1=O,15%,21,6%,12,0%,26%
CCc1ccccc1S(=O)(=O)Cc1ccc(C(=O)NC2CCCC2)o1,13%,-10,-42%,-11,.,9%

# Complete entries, quoted from the list. Order of values: Pf growth 96h, Shiga toxin inh, Sm TGR block, Cycloheximide cs, Giardia FBPA inh, Pf growth 48h
# Cc1cccc(/C=C2/Sc3ccc(C(=O)NCCCN4CCOCC4)cc3NC2=O)c1 in the list: 354%[activator], -8, 0%, 10, -3%, ?
# CCN(CC)CCN(C(=O)c1ccc(Br)s1)c1nc2cc3c(cc2s1)OCO3 in the list: 12%, -2, 11%, 9, -9%, 12%

# 5 consecutive entries out of the list so far, quoted:
SMILES,Pf growth 96h,Shiga toxin inh,Sm TGR block,Cycloheximide cs,Giardia FBPA inh,Pf growth 48h
O=C(O)/C=C/C(=O)N1CCN(c2ccc(F)cc2)CC1,28%,-13,-26%,-5,-2%,21%
CCOc1ccc(NC(=O)N2CCN(Cc3ccc4c(c3)OCO4)CC2)cc1,18%,-8,0%,-3,1%,-26%
CCOC(=O)NNc1cc(C(F)(F)F)ccn1,-19%,3,23%,-1,15%,?
Cc1cccc(/C=C2/Sc3ccc(C(=O)NCCCN4CCOCC4)cc3NC2=O)c1,354%[activator],-8,0%,10,-3%,?
CCCCc1[nH]c(=O)c(C#N)c2c1CSC(C)(C)C2,-6%,-18,32µM*,-2,-13%,9%

# Reformatted with two lines to a compound: entries from further up
# Order of results – Pf growth 96h	Shiga toxin inh	Sm TGR block	Cycloheximide cs	Giardia FBPA inh	Pf growth 48h
- O=C(OCCN1C(=O)c2ccccc2C1=O)c1ccco1
    ?	15	-8%	-1	5%	6%
- CCN(CC)S(=O)(=O)c1ccc(O)c(C(=O)OCC(=O)N(C)Cc2ccccc2)c1
    -17%	-12	17%	-2	1%	-7%
- O=C(/C=C/c1ccccc1)N1CCN(c2ccc([N+](=O)[O-])c(N3CCOCC3)c2)CC1
    10µM*	-11	2%	-2	-9%	?
